# Assay outcomes deposited in PubChem by National Center for Advancing Translational Sciences (NCATS).
# EPAC2 antag: EPAC2 (human) antagonism | Q8WZA2 | EPAC2 GEF exchange of Rap1B-BODIPY-GDP, fluorescence | Potency, µM (series often up to 114 µM), for the others: top-dose activity, negative = inhibition, hits mostly inhibitors | 360,000 compounds, 0.18% hits | AID 720708; also: potency is read from the fitted curve at half-maximal effect; % is scaled to controls: 0 for no effect and ±100 for the full control effect; nearly all actives have a fitted effect of over 45% in size; many of its hits are not listed in these tables
# PLK1 PBD block: blocks phosphopeptide binding to human PLK1 polo-box domain. 360,000 compounds, 2.8% hits. P53350. Potency, µM, inactives show max response, negative = inhibition, most hits filed as inhibitors. Plk1 PBD binding of FITC phosphopeptide, fluorescence polarization. AID 720504; also: potency is read from the fitted curve at half-maximal effect; series mostly up to about 57 µM; % is scaled to controls: 0 for no effect and ±100 for the full control effect; nearly all actives have a fitted effect of over 65% in size
# Target sequence (P53350 whole entry, looked up, the tested form may be a part): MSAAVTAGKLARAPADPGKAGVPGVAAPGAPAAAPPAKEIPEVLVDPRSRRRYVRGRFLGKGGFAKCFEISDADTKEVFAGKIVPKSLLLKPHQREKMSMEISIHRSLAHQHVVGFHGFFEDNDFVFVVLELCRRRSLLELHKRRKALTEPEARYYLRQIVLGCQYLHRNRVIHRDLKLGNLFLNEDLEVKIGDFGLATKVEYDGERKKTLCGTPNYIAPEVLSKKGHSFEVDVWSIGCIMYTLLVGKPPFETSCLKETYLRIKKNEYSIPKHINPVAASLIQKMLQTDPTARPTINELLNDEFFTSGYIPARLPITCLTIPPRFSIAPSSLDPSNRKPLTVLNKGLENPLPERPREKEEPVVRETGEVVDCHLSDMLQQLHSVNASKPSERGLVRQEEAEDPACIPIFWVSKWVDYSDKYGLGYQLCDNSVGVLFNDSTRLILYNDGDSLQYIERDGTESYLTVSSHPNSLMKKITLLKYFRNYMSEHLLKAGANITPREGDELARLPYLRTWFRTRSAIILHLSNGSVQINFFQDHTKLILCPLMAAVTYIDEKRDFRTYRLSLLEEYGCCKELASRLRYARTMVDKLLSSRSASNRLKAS
# MmCpn inh: blocks the Methanococcus maripaludis chaperonin Mm-Cpn | purified Mm-Cpn ATPase, ADP Transcreener TR-FRET | Potency, µM (titrated, usually from 76.9 µM), without a hit: at the top dose activity, negative = inhibition, most hits filed as inhibitors | 330,000 compounds, 0.031% hits | AID 504842; also: potency is read from the fitted curve at half-maximal effect; % is scaled to controls: 0 for no effect and ±100 for the full control effect; nearly all actives have a fitted effect of over 80% in size
#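 Eu-cryptate anti-ADP/ADP-d2 competition gives a ratio inversely related to ADP. Enzyme at 25 nM was pre-exposed to compound for 10 min, then given 10 uM ATP for 30 min, 37°C throughout.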
# EPAC1 agonist: EPAC1 (human) agonism; O95398; EPAC1 agonist qHTS, biochemical assay; response scale: 100% = response to 6.5 mM cAMP; Potency, µM (top dose mostly 154 µM), for inactives: at the highest dose activation, most hits filed as activators; 360,000 compounds, 0.073% hits; AID 720707; also: potency is read from the fitted curve at half-maximal effect; nearly all actives have a fitted effect of over 60% in size
#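 Nucleotide exchange assay: 100 nM EPAC1 with 250 nM Rap1B loaded with BODIPY-GDP and 50 uM GDP, room temperature. Fluorescence (480/540 nm) read every 5 min for 30 min; signal change normalized to 6.5 mM cAMP as full agonist.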
# PI5P4K alpha inh: PI5P4K alpha (human) kinase inhibition; P48426; PI5P4Kalpha enzyme, ADP-Glo luminescence, 60 min; hits give low values; max response, %; 330,000 compounds, 1.2% hits; AID 652105; active = max response of -50% or lower; inconclusive = between -30% and -50%; inactive = -30% or higher; also: value at the top dose of about 77 µM; % is scaled to controls: 0 for no effect and ±100 for the full control effect
# Target sequence (P48426 whole entry, looked up): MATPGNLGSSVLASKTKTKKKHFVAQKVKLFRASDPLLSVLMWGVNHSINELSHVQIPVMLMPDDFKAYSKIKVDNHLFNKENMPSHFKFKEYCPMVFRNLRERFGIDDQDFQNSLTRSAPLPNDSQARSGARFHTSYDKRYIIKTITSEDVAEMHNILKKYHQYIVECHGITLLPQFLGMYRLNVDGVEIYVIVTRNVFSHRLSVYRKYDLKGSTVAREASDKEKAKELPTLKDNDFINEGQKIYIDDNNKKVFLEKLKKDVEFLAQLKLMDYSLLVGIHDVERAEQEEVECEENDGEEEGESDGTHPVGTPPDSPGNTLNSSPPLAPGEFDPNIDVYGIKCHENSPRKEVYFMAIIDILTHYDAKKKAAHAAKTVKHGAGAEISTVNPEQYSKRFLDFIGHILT
#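 Reactions run in 0.038 M HEPES pH 7.4, 0.28 mM EGTA, 0.1% CHAPS and 5% DMSO, with PI5P4Kalpha, substrate, compound and 5 microM ATP final, one hour at room temperature. Readout is ADP-Glo luminescence.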
# EPAC1 antag: blocks human EPAC1 exchange factor | O95398 | EPAC1 GEF assay, Rap1b-BODIPY-GDP exchange fluorescence | Potency, µM (doses to about 115 µM), for inactives: at the top dose activity change, negative = inhibition, usual class: inhibitors | 360,000 compounds, 0.14% hits | AID 720709;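 also: potency is read from the fitted curve at half-maximal effect; plate controls were vehicle for no effect and positive control for full effect; nearly all actives have a fitted effect of over 50% in size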
# CCT modulator: cytosolic chaperonin activity modulation; purified chaperonin ATPase assay, HTRF ADP detection, 30 min; activity change, % (test concentration not listed), hits read low; 360,000 compounds, 0.3% hits; AID 651819; in the data active = activity change below about -30%; also: % is scaled to controls: 0 for no effect and ±100 for the full control effect
#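 TRiC at 40 or 20 nM final (batch-dependent) in 30 mM Tris pH 7.4, 100 mM KCl, 5 mM MgCl2, 1 mM DTT, with compound at single 76 uM and 10 uM ATP, 30 min at 37 deg C. ADP detected by HTRF Transcreener, 665/615 ratio.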
# WRN inhibitor: blocks human WRN helicase; WRN helicase unwinding, fluorescent forked duplex, kinetic; Q14191; 360,000 compounds, 0.46% hits; Potency, µM (highest dose often 114 µM), for inactives: at the top dose activity change, negative = inhibition, actives largely listed as inhibitors; also: potency is read from the fitted curve at half-maximal effect; % is scaled to controls: 0 for no effect and ±100 for the full control effect; nearly all actives have a fitted effect of over 55% in size
#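 Enzyme (20 nM final) and test compound sit together 15 min at room temperature before substrate addition. Substrate is a single-forked duplex oligonucleotide (100 nM) labelled with fluorophore and quencher, with 2 mM ATP; helicase unwinding raises red fluorescence, read kinetically.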
# * = called active by the depositor; u = inconclusive; x = not tested or not shown; & = joins results of further samples; [ ] = remark or other dose. Unless noted, calls follow the shape of the dose curve; as a rule, active = well fitted curve in the direction sought with a large enough effect; inconclusive = small, poorly fitted or top-dose-only effect, or another doubt; inactive = no such curve, though single readings can be large; an effect the other way counts as inactive or inconclusive.
Compound	EPAC2 antag	PLK1 PBD block	MmCpn inh	EPAC1 agonist	PI5P4K alpha inh	EPAC1 antag	CCT modulator	WRN inhibitor
O=C1CCN(S(=O)(=O)c2ccccc2)CCN1CCOCc1cccc(F)c1	-2.7%	-0.5%	0.6%	4.7%	-3.7	-7.6%	0.0	-0.4%
O=C(Nc1nncs1)c1cccnc1Cl	-8.5%	-10.7%	1.2%	1.5%	-7.7	-1.4%	-4.6	-0.3%
CCN1CCc2c(sc3c2c(NCc2ccco2)nc2nnnn23)C1	10.7%	-20.1%	0.8%	-3.8%	-5.3	-8.4%	-2.0	-17.3%
C=CCSc1nc(=O)n2ccc(C)cc2n1	-2.3%	-19.9%	-1.1%	6.8%	u	-26.8%	0.5	-6.9%[11.6 µM]
Cc1ccc(-c2nc(CS(=O)CC(=O)N3CCN(c4ccccc4)CC3)c(C)o2)cc1 (stereo not drawn)	1.2%	-17.5%	-5.6%	-3.5%	4.0	-10.8%	1.2	-3.6%
Cc1c(C(=O)N/N=C/c2ccc(-c3ccccc3[N+](=O)[O-])o2)sc(N)c1C#N	19.4%	u	-0.5%	-10.4%	-52.7*	-9.2%	1.0	u
C#Cc1cccc(NC(=O)C2CCN(C(C)=O)CC2)c1	7.6%	-13.5%	-4.0%	-5.1%	-5.4	-4.4%	-0.4	-0.6%
Cc1ccc(C(=O)N/C(=C/c2cccnc2)C(=O)N2CCCCCC2)cc1	6.0%	0.5%	-4.7%	1.6%	-5.5	6.8%	-1.7	-8.8%
CN(Cc1ccccc1)C(=O)CN(c1ccccc1Cl)S(C)(=O)=O	1.5%	-7.6%	0.9%	3.9%	-1.7	u	-1.0	-4.7%
CC[N+](CC)(CC#Cc1ccccc1)CC#Cc1ccccc1	1.6%	-4.8%	0.4%	5.3%	-8.3	5.0%	-2.4	-1.0%
CCOc1cc(N2CCOCC2)c(OCC)cc1NC(=O)c1[nH]c(C)c(C(C)=O)c1C	-3.5%	1.5%	-0.2%	-1.0%	-7.4	6.3%	0.7	8.5%
c1ccc2c(c1)nc(NCc1ccc3c(c1)OCO3)n2CCN1CCOCC1	-10.3%	-15.5%	2.1%	12.0%	1.5	0.6%	-1.7	-4.3%

Compound	EPAC2 antag	PLK1 PBD block	MmCpn inh	EPAC1 agonist	PI5P4K alpha inh	EPAC1 antag	CCT modulator	WRN inhibitor
Cc1ccc(S(=O)(=O)N2[C@@H](c3ccc(Cl)c(Cl)c3)C(C(=O)O)=C[C@H]2CC2CCCC2)cc1	u	21.2µM*	0.1%	-14.5%	-4.1	50.1µM*	-2.5	-33.3%
Cc1nc(-c2cccc(N)c2)cs1	2.5%	u	-1.0%	9.6%	2.2	-5.7%	-1.6	-0.6%
CC(=O)c1sc2ccccc2c1OC(=O)c1ccco1	-1.2%	-16.0%	-7.8%	3.4%	0.5	5.3%	-1.6	-15.4%
CC(C)[C@H](NC(=O)c1ccc(Br)cc1)C(=O)NC1CCCCC1	-9.5%	-5.6%	-2.3%	-9.2%	-3.6	2.4%	-2.5	5.2%
CC(C)NC(=O)Nc1cccc2c1O[C@H](CN(C)C(=O)NC1CCCCC1)[C@H](C)CN([C@H](C)CO)C2=O	1.5%	u	1.3%	0.2%	3.5	-12.3%	-1.3	-3.3%
CC(C)(C)OC(=O)N[C@@H](Cc1ccccc1)c1nnc(S(=O)(=O)Cc2cccc(F)c2)o1	-9.1%	5.97µM*	1.5%	-1.6%	-0.4	-16.5%	-4.9	u
CC(C)NC1(C#N)CCN(Cc2ccccc2)CC1	-0.5%	-5.3%	x	4.3%	0.8	-7.0%	0.7	3.9%
Cc1cccc(NS(=O)(=O)c2cccc3nonc23)c1	1.4%	-10.2%	0.9%	4.5%	2.7	4.0%	1.7	-2.2%
C=CCN(CC=C)S(=O)(=O)c1ccc(C(=O)Nc2sc3c(c2C(N)=O)CCCCC3)cc1	-16.0%	-10.1%	-7.7%	4.7%	u	1.1%	2.2	-12.6%[57.1 µM]
O=C(NN1C(=O)C2C(c3ccccc3)C=CC(c3ccccc3)C2C1=O)c1ccccc1 (stereo not drawn)	-9.1%	-2.7%	2.4%	12.3%	-7.3	-18.3%	-0.7	-14.2%
CCN(CC)C(=O)Oc1ccc2c(=O)c(-c3ccccc3)coc2c1	10.0%	-6.9%	-1.0%	7.9%	x	8.8%	-0.5	-2.4%
O=C(Nc1ccc2c(c1)OCCO2)c1cccc(S(=O)(=O)N2CCOCC2)c1	-2.2%	-3.9%	-0.9%	12.2%	x	-10.1%	-5.6	-2.7%

Compound	EPAC2 antag	PLK1 PBD block	MmCpn inh	EPAC1 agonist	PI5P4K alpha inh	EPAC1 antag	CCT modulator	WRN inhibitor
CCC1(CC)NC(=O)N(CC(=O)Nc2ccc(OCc3ccccc3)cc2)C1=O	-8.8%	3.7%	0.3%	2.9%	2.6	-6.5%	0.6	-18.1%
Cc1cc(NC(=O)CCN2CCC(C)CC2)ccc1Br	1.1%	0.2%	1.9%	4.4%	10.3	-11.1%	-0.2	4.5%
CCSc1nc2sc3c(c2c(=O)n1-c1ccccc1)CCN(C)C3	-1.8%	-8.0%	u	5.0%	4.6	-0.5%	1.4	-1.9%
CCC1CC(C)(C(=O)Nc2ccc(S(N)(=O)=O)cc2)OC1=O (stereo not drawn)	-2.4%	-7.5%	0.2%	8.3%	0.4	-0.8%	-2.1	10.6%
CN(C)c1ccc(/C=N/NC(=O)C(O)c2ccc(Br)cc2)cc1 (stereo not drawn)	0.3%	-14.9%	-1.1%	-3.0%	-13.7	-0.1%	-0.4	3.9%
CC1Cn2c(COc3ccccc3)nnc2S1 (stereo not drawn)	0.9%	-8.9%	-0.8%	6.1%	0.3	5.3%	-1.7	-1.6%
COC(=O)c1ccc(/C=N\N2CCN(Cc3ccc(C)cc3)CC2)cc1	18.7%	-8.0%	0.1%	-5.0%	x	2.1%	1.0	-9.6%
O=C1[C@@H]2C(c3cccnc3)=NO[C@@H]2C(=O)N1c1ccc(Cl)cc1Cl	-2.1%	-10.9%	-1.0%	4.6%	u	8.4%	-1.4	-4.7%
Cc1cc2nc(C(F)(F)F)cc(-c3cccs3)n2n1	-8.7%	-9.9%	5.1%	-2.0%	7.6	-9.0%	-1.1	4.2%
CCOc1cc(C2CC(=O)NC(SCC)=C2C#N)ccc1O (stereo not drawn)	-2.4%	0.9%	0.3%	-9.0%	4.2	0.9%	-1.1	0.2%
Cc1ccc(CNC(=O)c2ccc(N3CCC4(CC3)CC(c3ccccc3)=NO4)c(NC(=O)c3c(Cl)cccc3Cl)c2)cc1	28.2%	2.2%&4.9%	-2.9%	-13.7%	2.5	-4.0%	0.2	8.5%
CCC(=O)c1ccccc1OCCCn1cncn1	-6.4%	-3.4%	-1.0%	5.9%	-1.1	1.7%	-2.9	7.0%

# Given with values under each structure: entries from further up.
# The line under a structure holds: EPAC2 antag, PLK1 PBD block, MmCpn inh, EPAC1 agonist, PI5P4K alpha inh, EPAC1 antag, CCT modulator, WRN inhibitor
- CCC1(CC)NC(=O)N(CC(=O)Nc2ccc(OCc3ccccc3)cc2)C1=O
  -8.8%, 3.7%, 0.3%, 2.9%, 2.6, -6.5%, 0.6, -18.1%
- Cc1cc(NC(=O)CCN2CCC(C)CC2)ccc1Br
  1.1%, 0.2%, 1.9%, 4.4%, 10.3, -11.1%, -0.2, 4.5%
- CCSc1nc2sc3c(c2c(=O)n1-c1ccccc1)CCN(C)C3
  -1.8%, -8.0%, u, 5.0%, 4.6, -0.5%, 1.4, -1.9%
- CCC1CC(C)(C(=O)Nc2ccc(S(N)(=O)=O)cc2)OC1=O (stereo not drawn)
  -2.4%, -7.5%, 0.2%, 8.3%, 0.4, -0.8%, -2.1, 10.6%
- CN(C)c1ccc(/C=N/NC(=O)C(O)c2ccc(Br)cc2)cc1 (stereo not drawn)
  0.3%, -14.9%, -1.1%, -3.0%, -13.7, -0.1%, -0.4, 3.9%
- CC1Cn2c(COc3ccccc3)nnc2S1 (stereo not drawn)
  0.9%, -8.9%, -0.8%, 6.1%, 0.3, 5.3%, -1.7, -1.6%
- COC(=O)c1ccc(/C=N\N2CCN(Cc3ccc(C)cc3)CC2)cc1
  18.7%, -8.0%, 0.1%, -5.0%, x, 2.1%, 1.0, -9.6%

# More compounds follow:
Compound	EPAC2 antag	PLK1 PBD block	MmCpn inh	EPAC1 agonist	PI5P4K alpha inh	EPAC1 antag	CCT modulator	WRN inhibitor
Cc1c(O)cc2c(c1O)C(=O)CC(c1ccc(O)cc1)O2 (stereo not drawn)	-8.2%	-15.7%	x	-11.1%	-79.9*	-23.9%	0.9	-8.3%[11.6 µM]
Cc1ccc(NC(=O)C2C3C=CC4(CN(Cc5cccnc5)C(=O)C24)O3)cc1 (stereo not drawn)	-0.3%	-0.9%	-0.3%	3.4%	0.2	-2.8%	-0.5	-0.5%
COc1cc(C)ccc1OCc1cc(C(=O)NC(c2ccccn2)C(F)(F)F)no1 (stereo not drawn)	-29.5%	-11.7%	x	-4.9%	10.4	-15.5%	-0.2	-2.2%
CC(=O)Nc1cc(-c2ccc(N3CCN(C)CC3)cc2)cn2c(-c3ccc(F)cc3)cnc12	51.0%[activator]	1.7%	x	-7.3%	-9.8	0.3%	-0.4	-34.9%
O=C(CN1C(=O)C2C3C=CC(C4CC34)C2C1=O)OCC(=O)c1ccccc1 (stereo not drawn)	-3.6%	-16.3%	1.6%	15.8%	-5.6	6.0%	-1.8	5.8%
COc1ccc(C(=O)NNC(=O)c2ccc(C)cc2)cc1S(=O)(=O)N1CCCC1	13.2%	2.6%	-0.6%	5.8%	-2.3	-2.9%	0.1	5.0%
O=c1c2sccc2n(Cc2ccc(F)cc2)c(=O)n1-c1ccc(F)cc1	9.4%	-2.1%	0.0%	-10.2%	-0.7	15.5%	-1.0	11.4%
CC1CCN(CC(=O)Nc2ccc(C(=O)N3CCCCC3)cc2)CC1	0.9%	3.2%	-0.3%	-11.1%	4.1	-14.9%	1.8	-35.3%
Cc1nc(NCc2ccccc2)c2cc[nH]c2n1	-3.0%	-2.9%	1.8%	3.2%	-0.7	-17.4%	-0.7	-1.5%

# An excerpt (hit frequency here may not be typical).
